Compound activity deposited in PubChem BioAssay by National Center for Advancing Translational Sciences (NCATS).
Tb PFK block = qHTS Assay to Find Inhibitors of T. brucei phosphofructokinase; AID 485367, 2010; Potency, µM (series often up to 57.5 µM), for inactives: at the top dose activity, negative = inhibition, usual class: inhibitors; hit rate 0.17% among 330,000; ATP-dependent 6-phosphofructokinase (Trypanosoma brucei brucei), O15648; T. brucei PFK, ADP-Glo luminescence;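 note: potency is the fitted concentration of half-maximal effect; 0% = uninhibited 1x PFK enzyme wells and -100% = no-enzyme wells; nearly all actives have a fitted effect of over 60% in size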
Target sequence (O15648 whole entry, looked up): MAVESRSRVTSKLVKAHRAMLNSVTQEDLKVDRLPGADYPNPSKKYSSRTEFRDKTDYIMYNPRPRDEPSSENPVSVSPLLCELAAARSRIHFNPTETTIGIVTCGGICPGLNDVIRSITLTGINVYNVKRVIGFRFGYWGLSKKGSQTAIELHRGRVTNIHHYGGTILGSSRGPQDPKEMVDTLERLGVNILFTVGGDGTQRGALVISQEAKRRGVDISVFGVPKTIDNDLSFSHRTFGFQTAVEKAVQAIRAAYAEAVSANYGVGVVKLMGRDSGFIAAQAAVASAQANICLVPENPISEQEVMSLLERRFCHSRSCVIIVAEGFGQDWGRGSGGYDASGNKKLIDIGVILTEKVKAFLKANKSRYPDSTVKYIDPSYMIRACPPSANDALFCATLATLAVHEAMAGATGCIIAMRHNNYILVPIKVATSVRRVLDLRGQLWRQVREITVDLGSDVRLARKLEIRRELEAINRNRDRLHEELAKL
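Luminescent ADP detection (ADP-Glo, two-step: ATP depletion then ADP-to-ATP conversion for luciferase) reported PFK activity after 45 min room-temperature reaction of 1.25 nM enzyme with 0.5 mM F6P and 0.1 mM ATP at pH 8.0.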
Gal4-VP16 FLuc = VP16 counterscreen qHTS for inhibitors of ROR gamma transcriptional activity | Potency, µM (highest dose often 53.6 µM), for the others: at the highest dose activity, negative = inhibition, hits mostly inhibitors | AID 2546, 2010 | Drosophila S2 Gal4-VP16 UAS-luciferase, luminescence, 20 h | hit rate 3.5% among 310,000;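 note: Gal4-VP16 expression switched on by copper sulfate through the metallothionein promoter; potency is the fitted concentration of half-maximal effect; % is set by controls: 0 for no effect and ±100 for the full control effect; nearly all actives have a fitted effect of over 50% in size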
TRPV1 ag = HTS Assay for Compounds that Act as Agonists of the Vanilloid Receptor 1 | hit rate 0.19% among 320,000 | AID 540275, 2011 | activation, % at 8.33 µM | TRPV1-expressing cells, Fluo-8 calcium influx, agonist mode | Transient receptor potential cation channel subfamily V member 1 (Homo sapiens), Q8NER1; in the data active = activation above about 80%; inconclusive = between about 30% and that limit; note: 0% is about no effect
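Cells expressing TRPV1 were dye-loaded with Fluo-8 and read kinetically: 10 s baseline, 3 min after compound (agonist portion), then 2 min after EC20 capsaicin (allosteric enhancer portion). Calcium-bound dye fluorescence at 480/520 nm.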
NPC1 promoter act = qHTS Assay for NPC1 Promoter Activators; Potency, µM (titrated, usually from 9.22 µM), without a hit: at the top dose activation, usual class: activators; hit rate 2.4% among 320,000; Huh7 NPC1 promoter luciferase reporter, 24 h;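 note: potency is the fitted concentration of half-maximal effect; % of control where 0% means no effect; nearly all actives have a fitted effect of over 60% in size; reporter is driven by a mutant NPC1 promoter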
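Compounds in DMSO were transferred onto Huh7 NPC1-luciferase reporter cells pre-incubated 2 h; after 24 h at 37 °C, Amplite reagent was dispensed and luminescence recorded 10 min later.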
Rab9 prom act = qHTS Assay for Rab9 Promoter Activators. Huh7 Rab9 promoter-luciferase reporter, luminescence, 24 h. Potency, µM (doses to about 9.22 µM), inactives show at the highest dose activation, negative = inhibition, hits mostly activators. AID 485297, 2010. hit rate 2.8% among 320,000; note: potency is the fitted concentration of half-maximal effect; % of control where 0% means no effect; nearly all actives have a fitted effect of over 60% in size
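Luminescence read-out: Huh7 cells stably expressing Rab9-luciferase, treated 24 h with compound at 37 °C, then lysed with luciferase reagent for 10 min at ambient before reading.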
ELG1 repair inh = qHTS screen for small molecules that inhibit ELG1-dependent DNA repair in human embryonic kidney (HEK293T) cells expressing luciferase-tagged ELG1; HEK293T ELG1-luciferase reporter, luminescence, 16 h; DNA damage induced by 5-fluorouridine; Potency, µM (highest dose often 46.1 µM), without a hit: top-dose activity change, negative = inhibition, usual class: inhibitors; hit rate 2.3% among 330,000; AID 504467, 2011; note: potency is the fitted concentration of half-maximal effect; % is set by controls: 0 for no effect and ±100 for the full control effect; nearly all actives have a fitted effect of over 55% in size
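Cells (2,000 per well) received 5-fluorouridine plus test compound or DMSO and were incubated 16 hr at 37 °C, 5% CO2. Luciferase activity was read by luminescence 30 min after ONE-Glo addition; signal suppression marked inhibition of damage-induced ELG1 function.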
BRCA1 expr up = qHTS Assay to Identify Small Molecule Activators of BRCA1 Expression | MCF7-BRCA1-FFLuc reporter, luminescence, 48 h; response scale: scaled: vehicle 0%, 10 µM genistein 100% | Potency, µM (series often up to 46.1 µM), inactives show at the top dose activation, usual class: activators | hit rate 1.1% among 380,000; note: potency is the fitted concentration of half-maximal effect; nearly all actives have a fitted effect of over 80% in size; some results filed as inactive show a strong effect at the top dose
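MCF7 cells carrying a BRCA1-firefly luciferase reporter (2000 cells/well, phenol-red free MEM) were attached for 2 h at 37 °C, then given compounds for 48 h. Luminescence was read 15 min after luciferase reagent; activity normalized to genistein (10 microM) and DMSO.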
RORg inh = qHTS for inhibitors of ROR gamma transcriptional activity | Drosophila S2 Gal4-RORgamma UAS-luciferase reporter, 20 h | AID 2551, 2010 | Potency, µM (doses to about 53.6 µM), for the others: top-dose activity change, negative = inhibition, hits mostly inhibitors | hit rate 5.4% among 310,000; note: potency is the fitted concentration of half-maximal effect; % is set by controls: 0 for no effect and ±100 for the full control effect; nearly all actives have a fitted effect of over 60% in size
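ROR gamma transcriptional activity was tracked as Gal4-UAS luciferase output in stably transfected Drosophila Schneider cells, with compound added 1 hr before 700 uM copper sulfate induction and a 20 hr ambient-temperature incubation.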
p53 reactivation = qHTS assay for re-activators of p53 using a Luc reporter | H1299 p53-A138V BP100-luciferase reporter, luminescence, 24 h | Potency, µM (series often up to 92.2 µM), for inactives: top-dose activity change, positive = activation, actives largely listed as activators | hit rate 0.063% among 320,000 | AID 504706, 2011; note: potency is the fitted concentration of half-maximal effect; % of control where 0% means no effect; nearly all actives have a fitted effect of over 45% in size
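p53-null H1299 cells stably carrying temperature-sensitive p53-A138V and a BP100-luciferase reporter were pinned with compounds (4-point, 1:5 series) and held 24 hrs at 37 deg C. Luminescence was read 10 min after detection reagent.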
FLuc modulator = qHTS profiling assay for firefly luciferase inhibitor/activator using purifed enzyme and Km concentrations of substrates (counterscreen for miR-21 project) | Luciferin 4-monooxygenase (Photinus pyralis), P08659 | purified FLuc, Km substrates, luminescence inhibition | Potency, µM (series often up to 57.5 µM), without a hit: at the top dose activity change, negative = inhibition, most hits filed as inhibitors | hit rate 6.9% among 360,000 | AID 588342, 2011;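 note: potency is the fitted concentration of half-maximal effect; plate controls were vehicle for no effect and reference inhibitor for full effect; nearly all actives have a fitted effect of over 55% in size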
Target sequence (P08659 whole entry, looked up): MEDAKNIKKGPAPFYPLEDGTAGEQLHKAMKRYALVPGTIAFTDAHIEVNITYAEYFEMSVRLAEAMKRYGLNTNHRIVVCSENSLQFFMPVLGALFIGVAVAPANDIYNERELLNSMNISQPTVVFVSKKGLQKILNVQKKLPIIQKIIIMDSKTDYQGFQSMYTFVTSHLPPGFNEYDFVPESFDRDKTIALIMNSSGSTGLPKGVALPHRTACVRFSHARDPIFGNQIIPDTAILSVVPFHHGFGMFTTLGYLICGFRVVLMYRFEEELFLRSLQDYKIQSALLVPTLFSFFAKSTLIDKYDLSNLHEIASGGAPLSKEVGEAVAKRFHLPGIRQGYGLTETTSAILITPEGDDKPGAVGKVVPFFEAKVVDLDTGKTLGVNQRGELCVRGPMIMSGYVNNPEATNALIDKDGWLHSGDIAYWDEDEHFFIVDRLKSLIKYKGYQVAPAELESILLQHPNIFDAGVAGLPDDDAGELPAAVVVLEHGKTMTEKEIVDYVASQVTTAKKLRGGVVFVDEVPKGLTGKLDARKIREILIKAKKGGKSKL
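Purified P. pyralis luciferase (10nM final) with 10uM D-luciferin and 10uM ATP (Km levels) in 50mM Tris acetate pH 7.5, 10mM Mg acetate, 0.01% Tween-20, 0.05% BSA; qHTS 6-point titration, ~60 µM downward; luminescence read.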
ELG1 genotox = qHTS screen for small molecules that induce genotoxicity in human embryonic kidney (HEK293T) cells expressing luciferase-tagged ELG1; HEK293T ELG1-luciferase reporter, luminescence, 16 h; Potency, µM (series often up to 46 µM), inactives show at the top dose activity change, positive = activation, hits mostly activators; hit rate 1.3% among 330,000; AID 504466, 2011; note: potency is the fitted concentration of half-maximal effect; % of control where 0% means no effect; nearly all actives have a fitted effect of over 60% in size
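Luminescence read-out: rising ELG1-luciferase signal, reflecting elevated ELG1 protein under genetic stress, flags genotoxic compounds. Cells were treated for 16 hr at 37 °C before ONE-Glo detection.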
The depositor's hits bear a star; ? = inconclusive; nt = not tested or not shown; & = joins results of further samples; [ ] = remark or other dose. Unless noted, calls come from the whole dose curve; as a rule, active = well fitted curve in the direction sought with a large enough effect; inconclusive = small, poorly fitted or top-dose-only effect, or another doubt; inactive = no such curve, though single readings can be large; an effect the other way counts as inactive or inconclusive.

item	structure	Tb PFK block	Gal4-VP16 FLuc	TRPV1 ag	NPC1 promoter act	Rab9 prom act	ELG1 repair inh	BRCA1 expr up	RORg inh	p53 reactivation	FLuc modulator	ELG1 genotox
1	O=C(NC(=S)Nc1ccccc1N1CCOCC1)c1ccc(Br)cc1	-2%	nt	19	3%	3%	?	-12%	nt	nt	-1%	-6%
2	Cc1cc(NC(=O)NC2CC(=O)N(c3ccc4c(c3)OCCO4)C2)no1 (stereo not given)	-3%	-1%	4	-4%	0%	-3%	-1%	-11%	0%	3%	-3%
3	Cc1ccc2oc(-c3cccc(NC(=O)c4cc(-n5cnnc5)ccc4Cl)c3)nc2c1	0%	?	7	2%	15%	?	2%	?	5%	?	8%
4	CCOc1c(C)cc(-c2ncccc2O)cc1C	4%&-7%	-8%&3%	11&-6	2%&-2%	-3%&15%	?	-37%&-39%	36%&3%	3%&5%	?	?
5	COc1cc(OC)cc(C(C(=O)NCc2ccccc2)N(Cc2ccco2)C(=O)c2ccno2)c1 (stereo not given)	3%	-1%	1	-1%	-2%	?	-15%	?	-1%	0%	-5%
6	COc1ccccc1OS(=O)(=O)c1ccc(NC(C)=O)cc1	1%	-5%	13	-2%	-2%	21%	-25%	2%	9%	-7%	-2%
7	COc1cc(C(=O)N2CCN(c3ccccc3Cl)CC2)ccc1OCC(=O)N1CCOCC1	6%	nt	2	-5%	-6%	?	-6%	nt	-8%	4%	4%
8	Cc1ccn2cc(CCNC(=O)c3ccc(Br)o3)nc2c1	-3%	-4%	1	-2%	-4%	1%	17%	0%	-6%	-1%	8%
9	CC(C)=CCN1CCN(CCCc2ccccc2)CC1CCO (stereo not given)	0%	-4%	-2	-3%	-2%	-5%	-11%	-14%	?	1%	0%
10	Cc1ccc(S(=O)(=O)NCc2ccccc2)cc1C(=O)NC1CCC(C)CC1 (stereo not given)	-1%	9%	2	?	1.3µM*	?	35%	44%	10%	?	?
11	CCNS(=O)(=O)c1ccc(CCC(=O)N2CCN(c3ccccc3)CC2)cc1	0%	nt	-3	0%	-1%	-5%	-10%	nt	nt	5%	-8%
12	COc1cc(/C=C/C(=O)Nc2cc(S(=O)(=O)N3CCOCC3)ccc2N2CCCC2)cc(OC)c1OC	-1%	6%	0	-7%	-2%	?	-47%	-14%	2%	-17%	?
13	Cc1occc1C(=O)Nc1ccc(S(=O)(=O)N2CCCC2)cc1	-3%	4%[0.365 µM]	4	0%	2%	-23%	2%	7%	-4%	-11%	13%
14	Nc1ccc(OCc2ccco2)cc1	-4%	10%	2	9%	23%	?	?	2%	0%	-11%	-3%
15	O=C(CSc1ccccc1)Nc1ccc(S(=O)(=O)NCC2CCCO2)cc1 (stereo not given)	-16%	3%	0	-1%	-2%	1%	11%	7%	0%	1%	-3%

In the list so far, these contain four or more nitrogen atoms.
item	structure	Tb PFK block	Gal4-VP16 FLuc	TRPV1 ag	NPC1 promoter act	Rab9 prom act	ELG1 repair inh	BRCA1 expr up	RORg inh	p53 reactivation	FLuc modulator	ELG1 genotox
2	Cc1cc(NC(=O)NC2CC(=O)N(c3ccc4c(c3)OCCO4)C2)no1 (stereo not given)	-3%	-1%	4	-4%	0%	-3%	-1%	-11%	0%	3%	-3%
3	Cc1ccc2oc(-c3cccc(NC(=O)c4cc(-n5cnnc5)ccc4Cl)c3)nc2c1	0%	?	7	2%	15%	?	2%	?	5%	?	8%

(cont.)
cpd	mol	Tb PFK block	Gal4-VP16 FLuc	TRPV1 ag	NPC1 promoter act	Rab9 prom act	ELG1 repair inh	BRCA1 expr up	RORg inh	p53 reactivation	FLuc modulator	ELG1 genotox
16	COCc1[nH]nc2c1C(c1ccc(OC)cc1)C(C#N)=C(N)O2 (stereo not given)	9%	4%	-1	0%	1%	11%	-14%	-17%	-15%	-1%	-6%
17	COc1ccccc1N1CCN(C(=O)C(C)NC(=O)c2ccco2)CC1 (stereo not given)	-1%	nt	6	-1%	-3%	8%	1%	nt	3%	7%	1%
18	COc1cccc(CN(C)S(=O)(=O)c2ccccc2Br)c1	-2%	nt	nt	nt	nt	2%	0%	nt	-1%	nt	0%
19	Cc1ccc([N+](=O)[O-])cc1N=C(c1cccc([N+](=O)[O-])c1)N1CCOCC1	-2%	-3%	nt	-3%	-3%	0%	-14%	40%	7%	5%	0%
20	S=C(c1c[nH]c2ccccc12)N1CCCC1	-4%	-5%	0	-4%	1%	8%	-21%	-2%	1%	-2%	0%
21	O=C(Nc1ncc2c(n1)-c1ccccc1OC2)c1ccccc1Cl	-4%	-6%	nt	-1%	1%	?	3%	-8%	-1%	-3%	-1%
22	CNC(=O)c1ccc(S(=O)(=O)c2ccc(Cl)cc2)c(NC(C)=O)c1	1%	1%	-3	-3%	-10%	-4%	14%	17%	3%	0%	0%
23	COc1ccccc1C(CNC(=O)C(CCSC)NS(=O)(=O)c1ccccc1F)N1CCCC1 (stereo not given)	1%	nt	0	-2%	-7%	17%	-2%	nt	4%	2%	1%
24	CCNC(=S)NC(=NCc1cccnc1)Nc1nc(C)cc(C)n1	1%	?	-2	1%	-1%	-16%	0%	11µM*	4%	-16%	6%
25	O=C(O)c1nc(NCCc2ccccc2)ncc1Cl	0%	-13%	-3	-8%	-3%	-2%	11%	1%	0%	4%	-1%
26	O=[N+]([O-])c1ccc(OCCCCCN2CCOCC2)cc1	1%	-5%	2	-4%	2%	-5%	-7%	-6%	nt	6%	-2%
27	N#Cc1ncn(-c2ccc(Oc3ccccc3)cc2)c1N	1%	2%	27	1%	-1%	?	7%	18%	12%	6%	-7%
28	CCOc1ccccc1NC(=O)CSc1nc2c(c(=O)n1C)SC(C)C2 (stereo not given)	-3%	3%	10	1%	-9%	?	-39%	0%	-3%	0%	-9%
29	COc1cc2c(cc1OC)CN(C(=O)/C=C/c1ccc([N+](=O)[O-])cc1)CC2	0%	-4%	?	-6%	5%	-19%	-24%	-35%	-6%	-19%	-20%
30	CC(=O)NS(=O)(=O)c1ccc(NC(=O)COc2cccc3c2OC(C)(C)C3)cc1	-1%	nt	2	-5%	-3%	-3%	-23%	nt	-4%	4%	0%
31	COc1ccc(N(CC(=O)N/N=C/c2ccc3c(c2)OCO3)S(=O)(=O)c2ccccc2)cc1	0%	-9%	-5	-2%	0%	10%	nt	-1%	-2%	-6%	0%
32	O=C(NCc1ccc(Cl)cc1)C1CCCN(S(=O)(=O)c2cnc[nH]2)C1 (stereo not given)	6%	-8%	nt	1%	-3%	1%	-12%	17%	-4%	-1%	-2%
33	Cc1cc(C(C)(C)C)cc(C)c1Cn1c2[n+](c3ccc(C(F)(F)F)cc31)CCCCC2	-7%	?	24	-8%	-4%	15µM*	-35%	?	-7%	2%	-17%

Values in list order from above.
Nos. 26 to 31 in TRPV1 ag: 2, 27, 10, ?, 2, -5
